Assay outcomes deposited in PubChem by Broad Institute.
CASP6 VEID inh = human caspase-6 inhibitors, primary screen, biochemical, VEID-R110 fluorescence, single point, set 2 | P55212 | purified caspase-6, Z-VEID-R110 cleavage fluorescence | inhibition, % at 12.5 µM | 350,000 compounds, 0.53% hits | AID 686996, 2013;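 active = mean inhibition across replicates at least about 35%, with every replicate also reaching that limit, limit read from the data; inconclusive = only one of the two criteria met; inactive = neither criterion met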;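 also: 0% = median of neutral control wells and 100% = no fluorescence left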
Target sequence (P55212 24-179 limits assumed): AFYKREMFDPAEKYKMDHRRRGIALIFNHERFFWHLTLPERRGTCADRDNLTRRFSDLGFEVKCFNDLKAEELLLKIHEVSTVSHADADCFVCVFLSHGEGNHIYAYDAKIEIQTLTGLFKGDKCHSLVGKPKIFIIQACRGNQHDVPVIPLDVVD
Target sequence (P55212 194-293 limits assumed): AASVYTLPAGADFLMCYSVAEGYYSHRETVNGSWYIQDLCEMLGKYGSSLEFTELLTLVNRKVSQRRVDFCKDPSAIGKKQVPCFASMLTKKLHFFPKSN
SIRT5 inh = SIRT5 desuccinylase inhibitors, primary screen, biochemical, fluorescence imaging, single point, set 5. NAD-dependent protein deacylase sirtuin-5, mitochondrial (Homo sapiens), Q9NXA8. Purified SirT5, succinyl-peptide AMC, trypsin-coupled fluorescence. inhibition, % at 15 µM. 330,000 compounds, 1.1% hits. AID 652115, 2013; in the data active = inhibition above about 15%; inconclusive = no clear call, values can overlap the other calls
Target sequence (Q9NXA8 whole entry, looked up): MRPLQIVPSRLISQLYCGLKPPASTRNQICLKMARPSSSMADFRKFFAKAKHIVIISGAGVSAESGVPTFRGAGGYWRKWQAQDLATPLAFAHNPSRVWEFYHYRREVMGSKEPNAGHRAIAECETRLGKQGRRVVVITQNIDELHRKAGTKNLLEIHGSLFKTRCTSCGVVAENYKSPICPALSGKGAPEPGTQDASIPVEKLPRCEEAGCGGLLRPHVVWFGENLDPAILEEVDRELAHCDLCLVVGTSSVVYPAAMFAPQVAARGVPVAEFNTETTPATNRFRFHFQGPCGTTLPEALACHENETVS
EWS-Fli inh = EWS/Fli-driven NR0B1 reporter inhibitors, primary screen, A673 cells, NR0B1 luciferase, luminescence, MLPCN library; viability-normalised; inhibition, % at 12.6 µM; 350,000 compounds, 0.67% hits; AID 651661, 2012;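 active = mean inhibition of at least 50% after viability correction, with every replicate also passing that limit; inconclusive = mean reaches 50% but only one of two replicates passes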;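 also: firefly luciferase signal divided by Alamar Blue viability fluorescence both relative to DMSO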
LGR2 inh = inhibitors of bursicon-induced LGR2 CRE-luciferase signal, primary screen, cell-based, HEK293, CRE-luciferase reporter, bursicon stimulation. Drosophila bursicon receptor LGR2 (rickets). bursicon-stimulated, 4 h. inhibition, % at 9.99 µM. 380,000 compounds, 0.35% hits. AID 720647, 2013;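 active = drop in luminescence signal, shown as inhibition above about 50% in the replicate tests, limit read from the data, passing the limit was not always enough; inconclusive = probably only some replicates passing the limit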;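 also: agonist challenge used bursicon conditioned medium at about half maximal strength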
PAX8 reporter = inhibitors of PAX8-driven TPO luciferase reporter, primary screen, RMG-I cells, single concentration; SteadyGlo, 24 h; inhibition, % at 12.6 µM; 360,000 compounds, 1.2% hits;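 active = mean replicate inhibition at least 60% with every replicate also reaching 60%; inconclusive = only one of the two criteria is met; inactive = mean below 60% and not all replicates reaching 60%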;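 also: luciferase light reporting Pax8 driven TPO promoter activity; plate controls were median of neutral control wells for no effect and mitoxantrone controls for full effect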
ARNT-TACC3 inh = disruptors of ARNT/TACC3 protein interaction, primary screen, biochemical, AlphaScreen, single concentration; inhibition, % at 9.99 µM; AID 623870, 2012; 390,000 compounds, 0.66% hits; AlphaScreen His-ARNT PAS-B/GST-TACC3 binding, luminescence; TACC3 fragment carries E629A point mutation; Transforming acidic coiled-coil-containing protein 3 (Homo sapiens), Q9Y6A5;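 active = mean inhibition of replicates at least 50% and at least half of replicates each reaching 50%; inconclusive = half or more replicates reach 50% but mean below 50%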;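 also: 0% = complete ARNT plus TACC3 wells and 100% = ARNT alone without TACC3; many hits fall short of the cut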
DENV2 CPE rescue = inhibitors of DENV2 cytopathic effect, primary screen, cell-based, plate reader, single concentration | DENV2-infected cells, cytopathic effect rescue | CPE inhibition, % at 9.99 µM | 350,000 compounds, 1.7% hits | AID 651640, 2012; in the data active = CPE inhibition above about 20%, passing the limit was not always enough; inconclusive = no clear call, values can overlap the other calls; tested in BHK-21 cells;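 also: 0% = median of neutral control wells and 100% = median of positive control wells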
* hit, by the source's call; ? = inconclusive; / = no result given; & = joins results of further samples.

SMILES	CASP6 VEID inh	SIRT5 inh	EWS-Fli inh	LGR2 inh	PAX8 reporter	ARNT-TACC3 inh	DENV2 CPE rescue
COc1ccc(S(=O)(=O)N(C)C[C@H]2Oc3ccc(NC(=O)c4ccncc4)cc3C(=O)N([C@H](C)CO)C[C@H]2C)cc1	-1	-1	0	-3	/	-8	-1
CC(C)NC(=O)Nc1ccc2c(c1)C(=O)N([C@H](C)CO)C[C@H](C)[C@H](CN(C)S(=O)(=O)c1ccc(Cl)cc1)OCCCC[C@@H](C)O2	2	5	-5	-8	-12	-2	4
C=C1C(=O)OC2C1CCC(C)C1C=CC(=O)C12C (stereo not given)	10	-6	56*	0	75*	2	-7
Cc1ccc(S(=O)(=O)Nc2ccc3c(c2)C(=O)N([C@H](C)CO)C[C@H](C)[C@@H](CN(C)C(=O)NC2CCCCC2)O3)cc1	1	4	-12	6	8	3	4
CCNC(=O)COC(=O)c1ccc(NS(=O)(=O)c2ccc3c(c2)OCCO3)cc1	-1	0	2	12	-17	-1	1
CC(C)(C)c1cc(C(=O)O)n(Cc2ccc(Cl)cc2Cl)n1	-2	-1	1	/	0	3	-5
Cc1cc(C)c2nc(N3CCC(C(=O)NCc4ccccn4)CC3)sc2c1	-3	-3	-4	3	-43	4	-6
O=C(Nc1ccc(Cl)c(S(=O)(=O)Nc2ccccc2Cl)c1)c1cccs1	/	/	/	-3	-3	2	/
CC(=O)Oc1ccc(Nc2ccccc2)cc1	3	1	22	-5	1	-4	9
COc1ccccc1NC(=O)Nc1nc(CC(=O)N2CCN(c3ccccc3OC)CC2)cs1	-6	0	-15	-2	0	8	-5
CCCCCCCCN1C(=O)[C@H](CC(=O)N2CCN(C(=O)c3ccco3)CC2)C[C@@]2(C(=O)OCC)CCCC=C12	9	7	13	-11	87*	/	-5
Cc1ccc(NC(=O)Cn2nnc(C(=O)NCc3ccccc3)c2N)cc1C	2	-8	/	17	-4	-3	/
CCCCCc1nnc(NS(C)(=O)=O)s1	/	/	/	16	14	3	/
Clc1ccc(-n2cccc2)cn1	3	0	-5	4	9	-5	/
CO[C@H]1CN(C)C(=O)c2cc(NC(=O)Nc3ccccc3)ccc2OC[C@@H](C)NC[C@@H]1C	-5	0	-10	3	-8	-7	26*
C[C@@H]1CN([C@H](C)CO)C(=O)c2cc(C#Cc3cccnc3)cnc2O[C@@H]1CN(C)Cc1ccc(F)cc1	/	1	-6	-1	-16	-1	-1
CCc1c(C)sc(NC(=O)c2cc(C)no2)c1C#N	0	-1	-10	-9	-44	-1	6
CCS(=O)(=O)N1CCC2(CC1)CN(C(=O)Nc1cccc(F)c1)[C@@H](CO)c1c2c2ccc(OC)cc2n1C	2	6	7	12	/	/	3
COc1cccc(NC(=O)CN(C)CC(=O)NC(C)c2ccccc2)c1 (stereo not given)	11	-2	-2	0	20	/	2
CCOC(=O)c1ccc(NC2=CC(=O)CC(c3ccco3)C2)cc1 (stereo not given)	0	/	-2	-1	-2	/	5
Cc1ccc(NC(=O)C(C)SCc2nc3sc4c(c3c(=O)[nH]2)CCCC4)nc1 (stereo not given)	3	1	-1	-11	13	-2	20
COC(=O)C[C@H]1CC[C@H]2[C@@H](COc3ccc(NC(=O)c4cccc(OC)c4)cc3C(=O)N2C)O1	-1	-8	-17	-2	-7	-10	?
CC(C)n1c(=O)[nH][nH]c1=S	3	-2	0	3	0	/	-1
COc1cc(-c2cc(=O)c3ccccc3o2)ccc1O	-4	10	-20	-87	/	25	-9
O=C(COc1nc2ccccc2nc1N1CCOCC1)NCC(F)(F)F	-1	1	-6	/	0	-2	-3

With a hit mark in DENV2 CPE rescue (from the list above):
SMILES | CASP6 VEID inh | SIRT5 inh | LGR2 inh | ARNT-TACC3 inh | DENV2 CPE rescue
CO[C@H]1CN(C)C(=O)c2cc(NC(=O)Nc3ccccc3)ccc2OC[C@@H](C)NC[C@@H]1C | -5 | 0 | 3 | -7 | 26*

New compounds follow:
SMILES	CASP6 VEID inh	SIRT5 inh	EWS-Fli inh	LGR2 inh	PAX8 reporter	ARNT-TACC3 inh	DENV2 CPE rescue
CC(CCc1ccco1)NC(=O)Cn1ncc2c(=O)oc3ccccc3c21 (stereo not given)	1	-22	-4	4	6	/	2
Cc1ccccc1NC(=S)N/N=C1\CC(C)(C)Oc2ccc(O)cc21	2	-1	-8	-3	29	31	-8
COc1ccc(CNC(=O)C2=C(C)C(=O)OC23CCC(C)CC3)cc1 (stereo not given)	0	-12	5	-4	25	-5	0
O=C(/C=C/c1ccccc1[N+](=O)[O-])NCc1ccc(Cl)cc1	-2	-1	4	-7	-2	-4	1
COC(=O)c1c(C)[nH]c(C(=O)OCC(=O)c2c(N)n(CC(C)C)c(=O)n(C)c2=O)c1C	-1	-1	11	6	/	4	-6
CCS(=O)(=O)NCCc1csc(-c2cccnc2)n1	1	-4	-5	1	12	4	-7
O=C(C[C@@H]1CC[C@@H]2[C@H](COC[C@H](O)CN2S(=O)(=O)c2cccc(Cl)c2)O1)NCCCN1CCOCC1	-13	3	/	5	/	2	-1
CC(C)[C@@H](C)NC(=O)N(C)C[C@H]1OCc2ccccc2-c2ccccc2C(=O)N([C@@H](C)CO)C[C@@H]1C	0	0	-5	-6	-8	2	-5
COc1cc(OC)cc(C(=O)NNC(=O)c2ccc(-n3cncn3)c([N+](=O)[O-])c2)c1	-3	0	-6	5	-13	2	2
COc1ccc(-c2nc(CS(=O)(=O)CC(=O)NCc3ccc(F)cc3)c(C)o2)cc1	-4	-6	0	-5	15	-2	4
Cc1nnc(SCc2ccc(C(=O)c3ccc(Cl)cc3)o2)n1-c1ccccc1	3	2	3	-13	/	-2	3
CN(CC(=O)Nc1ccc(F)c(F)c1F)C(=O)CCc1nc2sc3c(c2c(=O)[nH]1)CCCC3	42*	-2	-10	-6	7	-4	-6
COc1ccc2c3c(n(C)c2c1)[C@@H](CO)N(C(=O)NC(C)C)CC31CN(C(=O)NC(C)C)C1	3	1	5	9	/	/	-6
C[C@@H]1CN([C@@H](C)CO)C(=O)c2cccc(NS(=O)(=O)c3cccs3)c2O[C@H]1CN(C)Cc1ccc(C(=O)Nc2ccccc2N)cc1	0	/	-2	2	-18	/	2
CC(C)C(NS(=O)(=O)c1cccc2nsnc12)C(=O)NCCC1=CCCCC1 (stereo not given)	-3	-2	-6	7	5	-3	-5
Cc1noc(C)c1S(=O)(=O)Nc1ccc2c(c1)C(=O)N([C@@H](C)CO)C[C@@H](C)[C@H](CN(C)C(=O)C1CCCCC1)OCCCC[C@H](C)O2	-1	7	4	9	4	-14	-2
COc1ccccc1NC(=O)C(C)OC(=O)CCNS(=O)(=O)c1cccc(C(F)(F)F)c1 (stereo not given)	-2	-4	-2	9	6	/	2
CC(C)c1ccc([C@@H]2O[C@H](CCc3ccccc3)CC3=C2C(=O)OC(C)(C)O3)cc1	1	6	7	-3	10	/	18
COc1cc(C(O)c2nc(-c3ccccc3OC)cs2)ccc1F (stereo not given)	4	/	-6	6	-15	/	-5
COc1ccc(-c2cn3c(C)c(C(=O)N4CCCc5ccccc54)sc3n2)cc1	-1	2	-30	16	-1	-8	6
O=C(O)CSc1nc2c(c(C(F)(F)F)n1)CCCC2	12&2	9	-1&0	-3&20	-6&15	-10&-1	-1&-3
O=C(COc1cccc(F)c1)N[C@@H](Cc1ccccc1)c1nc2ccccc2[nH]1	6	0	-10	5	-6	11	10
O=C(CCCSc1nc2ccccc2c(=O)[nH]1)c1ccc(F)cc1	-2	12	-2	-5	16	4	-4
COc1cccc(S(=O)(=O)N[C@@H]2C=C[C@H](CC(=O)NCc3ccncc3)O[C@H]2CO)c1	-2	1	-1	7	0	0	3
O=C(C[C@@H]1CC[C@@H]2[C@H](COC[C@H](O)CN2C(=O)c2cccnc2)O1)NCc1ccccc1	0	-3	2	-5	-19	12	?
Remaining list, next part
SMILES	CASP6 VEID inh	SIRT5 inh	EWS-Fli inh	LGR2 inh	PAX8 reporter	ARNT-TACC3 inh	DENV2 CPE rescue
O=C(CN1C(=O)c2cccnc2Oc2ccc(Cl)cc21)N1CCCC1	1	1	-1	5	-21	-2	?
CCn1c(COc2ccc(=O)n(-c3ccccc3)n2)nnc1SCC(=O)OC	-5	0	-1	-9	4	-10	2
CCC1C(=O)C(C)(C)C(=O)OC1c1ccc([N+](=O)[O-])cc1 (stereo not given)	1	5	2	-9	13	-1	-3
COc1ccc(Cn2c(-c3ccc(Cl)cc3)c[n+]3ccccc23)cc1	2	-1	-7	-62	-9	/	8
C[C@H](CO)N1C[C@H](C)[C@H](CN(C)Cc2ccc(Cl)c(Cl)c2)Oc2ccc(NC(=O)CCN3CCOCC3)cc2CC1=O	0	-6	-13	15	9	-3	2
Cc1ccccc1N=CC=C1OC(C)(C)C(C)(C)O1	1	1	-1	15	79*	12	5
COC(=O)c1cc2c(c3c4cc(F)ccc4n(S(=O)(=O)c4ccccc4)c13)C(=O)N(Cc1ccco1)C2	-2	/	14	-3	15	/	17
CCOC(=O)C1CCCN(c2cc(NCCCO)c([N+](=O)[O-])c3nonc23)C1 (stereo not given)	0	-1	-7	2	12	/	-4
O=C(C[C@H]1CC[C@H](NC(=O)c2ccccc2)[C@H](CO)O1)NCCc1ccncc1	2	-5	-3	5	/	6	6
O=C(Cn1cc2c(n1)CCCCC2)Nc1c(F)cc(F)cc1Br	0	6	-1	-3	-21	15	-6
COc1ccc(NS(=O)(=O)c2ccc3c(c2)N(C(C)=O)CCS3)cc1	-2	-3	/	-2	-10	0	-2
CC1CCCCN1C(=O)C1CCN(c2nc(-c3ccccc3)nc3c2CCC3)CC1 (stereo not given)	4	2	/	0	18	33	-3
CCc1nc2ccc(C(=O)NCCNC(C)=O)cn2c1N(C)CCCc1ccccc1	-14	/	-2	-5	-3	/	11
COc1ccc(-n2c(SCCNCCO)nc3sc4c(c3c2=O)CCCC4)cc1	-196	-3	24	-13	22	/	-4
CCN(CC)CCNC(=O)NC(=O)c1ccc(Cl)cc1	10	3	-15	6	21	-20	0
CCOc1ccccc1NC(=O)CCc1nnc2ccc(NCc3ccco3)nn12	9	1	1	-15	6	7	?
CN(C)CC(=O)N[C@H]1CC[C@H](CC(=O)O)O[C@H]1CO	-1	-3	0	0	/	/	2
OC[C@H]1[C@H](c2ccc(C#Cc3cccnc3)cc2)[C@@H]2CN(Cc3ccccc3F)CCCCN12	-4	0	18	-4	6	1	15
O=C(CSc1nc(-c2cccs2)nc2ccccc12)NC1CCS(=O)(=O)C1 (stereo not given)	-2	1	-7	4	-6	-6	-1
COc1ccc2c3c([nH]c2c1)[C@@H](CO)N(Cc1ccccc1F)CC31CCN(C(=O)C2CCCC2)CC1	/	3	-7	3	3	/	0
O=C(NC(=S)NCC1CCCO1)c1cccs1 (stereo not given)	2	/	-12	-22	-37	-4	0
CN1OC[C@@H]2CN(C(=O)C(C)(C)C)[C@H](c3ccc(-c4cc5ccccc5o4)cc3)C[C@@H]21	0	1	10	18	-1	/	-3
CCOC(=O)c1cc(CC)sc1NC(=O)COC(=O)C1CCC1	-1	-6	0	-2	-2	-15	-12
Cc1cc2c(c(=O)o1)[C@@]1(C(=O)Nc3ccccc31)C1=C(CCCC1=O)O2	-3	/	-1	-12	5	/	-6
Cc1ccc2c(c1)/C(=C/c1ccccc1F)C(=O)N2	2	-6	6	8	-53	-10	3
CCS(=O)(=O)Nc1ccc2c(c1)C(=O)N(C)C[C@H](OC)[C@@H](C)CN(C(=O)NC(C)C)[C@@H](C)CO2	/	-4	-3	0	/	-5	-2
OCCCCNc1cccc2ccccc12	2	-21	-13	11	/	0	-3
O=C(CCNS(=O)(=O)c1ccc(Br)s1)NC1CCCC1	2	20*	/	-17	/	0	/
